# Screening results (PubChem)
# CCR6 antagonist: antagonists of human CCR6 receptor | P51684 | 340,000 compounds, 0.49% hits | CHO-K1 CCR6 PathHunter beta-arrestin, luminescence, CCL20-stimulated | AID 493098 | inhibition, % at 20 µM;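 active = compounds whose inhibition of the agonist-driven luminescence signal at 20 µM reaches about 50%, limit read from the data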;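 also: cells stimulated with CCL20 at 14 nM final; plate controls were DMSO with CCL20 for no effect and DMSO without agonist for full effect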
# Target sequence (P51684 whole entry, looked up): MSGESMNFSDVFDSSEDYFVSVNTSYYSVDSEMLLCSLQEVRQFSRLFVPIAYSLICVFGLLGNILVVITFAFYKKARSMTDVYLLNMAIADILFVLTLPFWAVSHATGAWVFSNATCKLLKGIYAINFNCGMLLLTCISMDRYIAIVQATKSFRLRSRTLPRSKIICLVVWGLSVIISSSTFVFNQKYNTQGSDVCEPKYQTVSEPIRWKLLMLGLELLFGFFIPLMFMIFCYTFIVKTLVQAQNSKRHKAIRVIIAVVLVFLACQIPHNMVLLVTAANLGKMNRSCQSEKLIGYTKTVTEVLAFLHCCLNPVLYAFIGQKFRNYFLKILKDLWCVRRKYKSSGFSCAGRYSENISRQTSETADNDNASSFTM
# SENP8 inh: inhibitors of human SENP8 protease; Q96LD8; purified SENP8, Z-RLRGG-aminoluciferin cleavage, luminescence; inhibition, % at 10 µM; 330,000 compounds, 1.2% hits; AID 2540
# Target sequence (Q96LD8 whole entry, looked up): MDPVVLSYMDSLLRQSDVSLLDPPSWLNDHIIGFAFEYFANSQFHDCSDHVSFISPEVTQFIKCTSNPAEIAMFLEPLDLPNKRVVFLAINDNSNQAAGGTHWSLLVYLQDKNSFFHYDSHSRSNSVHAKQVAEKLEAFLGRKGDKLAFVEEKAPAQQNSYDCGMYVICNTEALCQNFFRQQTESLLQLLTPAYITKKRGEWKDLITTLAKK
# Apaf-1 inh: inhibitors of human Apaf-1 apoptosome; O14727; reconstituted apoptosome caspase-3 activity, DEVD-Rh110 fluorescence; inhibition, % at 20 µM; 330,000 compounds, 0.71% hits; active = inhibition of at least 40% at 20 µM;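 also: plate controls were DMSO wells for no effect and DEVD-CHO caspase inhibitor wells for full effect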
#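 System: reconstituted apoptosome with Apaf-1, cytochrome c, caspase-9, procaspase-3, dATP; Signal: Rh110 fluorescence intensity; Schedule: 30 min compound preincubation, 50 min activation, room temperature; Reagent: cytochrome c trigger plus (Z-DEVD)2-Rh110 caspase-3 substrate.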
# 697 NFkB inh: lowers PMA/ionomycin-induced NF-kB signal in 697 B cells; 697 B-cell NF-kB luciferase reporter, 16 h; inhibition, % at 4 µM; 330,000 compounds, 0.33% hits; in the data active = inhibition above about 35%
# UBC13 inh: human UBC13 polyubiquitination inhibition; P61088; UBC13 polyubiquitin chain formation, TR-FRET; inhibition, % at 20 µM; 330,000 compounds, 0.47% hits; AID 485273; in the data active = inhibition above about 45%, passing the limit was not always enough; inconclusive = no clear call, values can overlap the other calls
# Gli-Sufu block: blocks Gli-Sufu signaling in a luciferase reporter; inhibition, % at 5 µM; Sufu-KO-LIGHT fibroblasts, Gli luciferase reporter luminescence; AID 588413; 340,000 compounds, 0.74% hits;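 active = inhibition above about 55%, limit read from the data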;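 also: 0% = DMSO-treated cells and 100% = wells with medium but no cells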
# EBI2 block: antagonists of human EBI2 receptor; 360,000 compounds, 0.81% hits; P32249; EBI2 beta-arrestin recruitment, luminescence, 7a,25-OHC stimulated; AID 651636; inhibition, % at 5 µM; in the data active = inhibition above about 38%;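 also: enzyme fragment complementation signal reports receptor beta-arrestin coupling in cells; 0% = agonist plus DMSO wells and 100% = wells without agonist; some results beyond the cut were filed as inactive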
# Target sequence (P32249 whole entry, looked up, the tested form may be a part): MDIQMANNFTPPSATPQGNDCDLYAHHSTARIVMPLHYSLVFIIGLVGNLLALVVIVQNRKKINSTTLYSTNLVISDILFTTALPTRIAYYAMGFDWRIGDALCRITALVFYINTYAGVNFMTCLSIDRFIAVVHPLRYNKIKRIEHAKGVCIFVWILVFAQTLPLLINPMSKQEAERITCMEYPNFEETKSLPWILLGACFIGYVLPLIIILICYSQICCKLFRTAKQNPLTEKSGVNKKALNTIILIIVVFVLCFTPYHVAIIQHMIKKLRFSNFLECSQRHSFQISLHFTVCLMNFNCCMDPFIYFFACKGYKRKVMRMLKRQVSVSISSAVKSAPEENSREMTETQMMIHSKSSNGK
# Jurkat NFkB inh: lowers PMA/ionomycin-induced NF-kB signal in Jurkat cells | 330,000 compounds, 0.53% hits | inhibition, % at 4 µM | PMA/ionomycin-induced NF-kB luciferase reporter, luminescence
# Active calls of the source: *; i = inactive; ? = inconclusive; · = not tested or not shown. Rule as the data show it, unless noted: active = inhibition above about 50%; inactive = the rest.
SMILES,EBI2 block,Apaf-1 inh,697 NFkB inh,Gli-Sufu block,Jurkat NFkB inh,CCR6 antagonist,SENP8 inh,UBC13 inh
COC(=O)C1=C(c2ccc(S(C)(=O)=O)cc2)C[C@@H]2CC[C@H]1N2C(=O)NCc1cccc2ccccc12,-5,2,10,10,6,17,-6,5
COC(=O)C1=C(c2cccc(OCc3ccccc3)c2)C[C@@H]2CC[C@H]1N2C(=O)NCc1ccc(N(C)C)cc1,8,22,-4,25,17,27,-1,10
CN1OC[C@@H]2COc3ccc4ccccc4c3[C@@H]21,-1,7,-11,5,-27,-9,-5,-3
c1cc2c(cc1CN1CCNCC1)OCO2,-14,1,10,2,-8,-5,2,3
CN(C)CCSCc1nnc2n1-c1ccc(Cl)cc1C(c1ccccc1Cl)=NC2,-3,-9,-4,3,4,-11,1,-7
CN1Cc2cccnc2N(C)Cc2cc(Cl)ccc21,-1,-3,-8,10,8,14,-7,13
O=C(Nc1cccc(Br)c1)c1c(O)c2c(n(Cc3ccccc3)c1=O)CCCC2,1,-6,10,8,-3,13,-3,10
COc1ccc(N2C(=O)/C(=C/c3ccc(OC)c(OC)c3)C(=O)NC2=S)cc1,3,-3,-3,-7,-7,-2,-3,-1
COc1ccc(CC2C(=O)NC(=O)N(c3ccccc3)C2=O)c(OC)c1 (stereo not drawn),-7,-9,-6,-2,-8,-6,0,-12
C/C(=N\N=C(N)N)c1ccccc1,1,1,-2,0,-4,4,2,4
CN1CCN(C(=O)O[C@H]2c3nccnc3C(=O)N2c2ccc(Cl)cn2)CC1,5,-5,11,0,0,4,-1,7
Cc1cc(O)c2c3c(c(=O)oc2c1)CCC(C)C3 (stereo not drawn),-4,9,-31,-5,10,6,16,12
CCCn1ncc(C(=O)O)c1C,6,2,-17,-4,6,-7,-4,-6
O=c1[nH]c(=O)n(Cc2ccco2)c(O)c1C=NCCN1CCOCC1,-6,-7,29,-4,14,1,4,3
COc1ccc(-n2c(/C=C/c3ccc4c(c3)OCO4)nc3ccccc3c2=O)cc1,7,12,-2,3,-7,0,0,5
COc1ccc(CCNCc2ccncc2)cc1OC,-11,-31,9,-2,2,-4,-9,0
CC(C)Oc1ccc(C2C(C#N)=C(N)Oc3c2c(=O)oc2ccccc32)cc1 (stereo not drawn),-2,9,23,-15,8,-1,1,5
O=C1/C(=C/c2cc([N+](=O)[O-])ccc2Cl)N2CCC1CC2,-17,7,13,3,7,13,1,1
CN(C)C(=O)O/N=C(\N)COc1ccc(C(C)(C)C)cc1,-4,-10,-68,-4,60*,8,1,-2
C=CCn1c(O)c(C(CC)=NCc2cc(OC)cc(OC)c2)c(=O)[nH]c1=O,11,10,24,10,-6,9,-7,6
O=C(N/N=C/c1c(O)n(-c2cccc3ccccc23)c(=O)[nH]c1=O)c1ccncc1,-10,4,4,9,-13,2,4,1
Cc1ccc(C(=O)C2(C)N(O)C(C)C(c3cccs3)=[N+]2[O-])cc1 (stereo not drawn),-5,-5,14,0,17,-7,9,-12
Clc1ccc2c(c1)C(c1ccccc1Cl)=NCc1nnc(N3CCN(CCOc4ccccc4)CC3)n1-2,-15,36,-21,14,12,-3,-1,16
Cc1nc(CCl)cc(=O)[nH]1,-15,6,11,-9,6,12,-9,0
O=c1c2ccccc2nc(/C=C/c2ccc(F)cc2)n1-c1ccccc1O,-2,26,0,-3,-15,16,-6,-1
Cc1cc(C)nc(NC2=NCCS2)n1,-1,-6,4,0,-9,-11,-3,6
Fc1cccc(C2NCCc3[nH]cnc32)c1 (stereo not drawn),-12,-4,-1,7,19,-3,1,5
CC(=O)CC(C)(C)n1c[n+](C)nn1,0,-20,-26,-5,-15,3,3,-3
CCOC(=O)CC1=C(C(=O)OCC)C2(C(=O)N1)C(C(=O)OC)=C(N)Oc1ccccc12 (stereo not drawn),-4,-16,11,-6,9,13,4,6
C=CCC1(CN2CCCC2=O)C(=O)NC(=O)NC1=O,2,-6,15,26,14,4,3,7

# A second format for part of the listing above:
> COc1ccc(CCNCc2ccncc2)cc1OC
  EBI2 block = -11 | Apaf-1 inh = -31 | 697 NFkB inh = 9 | Gli-Sufu block = -2 | Jurkat NFkB inh = 2 | CCR6 antagonist = -4 | SENP8 inh = -9 | UBC13 inh = 0
> CC(C)Oc1ccc(C2C(C#N)=C(N)Oc3c2c(=O)oc2ccccc32)cc1 (stereo not drawn)
  EBI2 block = -2 | Apaf-1 inh = 9 | 697 NFkB inh = 23 | Gli-Sufu block = -15 | Jurkat NFkB inh = 8 | CCR6 antagonist = -1 | SENP8 inh = 1 | UBC13 inh = 5
> O=C1/C(=C/c2cc([N+](=O)[O-])ccc2Cl)N2CCC1CC2
  EBI2 block = -17 | Apaf-1 inh = 7 | 697 NFkB inh = 13 | Gli-Sufu block = 3 | Jurkat NFkB inh = 7 | CCR6 antagonist = 13 | SENP8 inh = 1 | UBC13 inh = 1
> CN(C)C(=O)O/N=C(\N)COc1ccc(C(C)(C)C)cc1
  EBI2 block = -4 | Apaf-1 inh = -10 | 697 NFkB inh = -68 | Gli-Sufu block = -4 | Jurkat NFkB inh = 60* | CCR6 antagonist = 8 | SENP8 inh = 1 | UBC13 inh = -2

# More structures follow:
SMILES,EBI2 block,Apaf-1 inh,697 NFkB inh,Gli-Sufu block,Jurkat NFkB inh,CCR6 antagonist,SENP8 inh,UBC13 inh
O=C(Cc1cccs1)N1CCC2(CC1)OCCO2,-1,-3,20,-5,-2,3,-7,-2
Cc1cc(Cl)ccc1OCCCC(=O)NCc1cccs1,5,13,-52,19,32,17,0,-4
CCOC(=O)C(O)(c1ccc(N(C)C(=O)c2ccc(Cl)c(Cl)c2)cc1)C(F)(F)F (stereo not drawn),24,-190,-30,0,6,16,-8,4
COC(=O)C1=C(c2ccc(C(C)=O)cc2)C[C@@H]2CC[C@H]1N2C(=O)NCc1ccco1,-10,3,-5,-2,13,7,-1,-11
COc1cc(-n2c(=S)[nH]c3ccc(C)cc3c2=O)c(Cl)cc1Cl,-4,11,-22,-15,-6,14,2,?
OCC[n+]1c2ccccc2nc2ccc(N3CCOCC3)cc21,-9,36,18,4,12,-3,38,-456
COc1cc(OC)c(OC)cc1C=O,3,-4,4,2,5,-7,-3,1
Cc1ccc(O)c(C)c1,-5,2,-1,-2,-1,0,0,5
CCN(CC)c1ccc(N=Cc2c(O)n(-c3ccccc3C)c(=O)[nH]c2=O)cc1,4,17,-2,-2,15,6,-10,-24
CCN(N=Nc1nonc1OC)c1nonc1OC,-1,6,-26,2,-18,3,-5,-6
CN1CCc2nc(N)c(C#N)c(-c3ccccc3)c2C1,-6,6,-1,5,-6,-9,11,-9
CN1CCN(c2c[nH]c(=O)[nH]c2=O)CC1,2,-6,-1,-9,-7,-1,9,-1
O=C1NC(=O)C(=Cc2csc3ccccc23)C(=O)N1,-2,0,8,4,7,-8,2,-2
CN(C)S(=O)(=O)c1cccc(C(=O)N2CCC(C(=O)O)(c3ccccc3)CC2)c1,-3,4,6,2,0,2,-7,-7
Cc1ccc(-n2c(O)c(C=NCC3CCCO3)c(=O)[nH]c2=O)c(C)c1 (stereo not drawn),-1,-8,9,-5,14,-6,13,7
Cc1nn(Cc2ccccc2)c(C)c1C(=O)OCC(=O)NCc1ccco1,-25,-10,20,4,6,12,6,2
C=CCn1c(O)c(Cc2ccc(OCC)cc2)c(=O)[nH]c1=O,-6,9,-2,5,-8,-2,-1,0
CC(=O)OC1C2CCC1C(N1CCCC1)CC2 (stereo not drawn),-6,9,0,-3,-6,2,2,0
CN1C2CCC1CC(OC(=O)c1cc(Cl)cc(Cl)c1)C2 (stereo not drawn),-3,3,-18,0,-9,5,-4,5
COc1ccc(Br)cc1CN1CCN(CCO)CC1,5,-6,-3,1,7,1,-10,-4
COCCNC(=O)N1[C@H]2CC[C@@H]1C(C(=O)OC)=C(c1ccc(OC(F)(F)F)cc1)C2,2,11,-19,5,-11,14,-10,-8
Cc1cc(OC(=O)c2ccco2)c2c3c(c(=O)oc2c1)CCC3,-7,-1,13,5,2,17,-2,11
Cc1ccccc1C1=NCC(=S)Nc2ccc(Cl)cc21,-10,3,-10,2,8,7,9,11
CN1CCC(N2CC3CC(C2)c2cccc(=O)n2C3)CC1 (stereo not drawn),-1,16,6,5,-1,12,1,33
C=CCn1c(=O)c(C=Nc2c(OC)cccc2[N+](=O)[O-])c(O)n(CCCC)c1=O,2,-5,8,-12,4,26,5,-7
COC(=O)Cn1cc(C(=O)c2ccccc2F)c2ccccc21,8,-11,-5,-17,-4,16,-4,-8
COC(=O)C1C(O)CC2CCC1N2C (stereo not drawn),-2,7,3,-2,3,-6,-14,-12
COc1cc(Cn2c(N)c(C(=O)NCc3ccco3)c3nc4ccccc4nc32)cc(OC)c1OC,-13,96*,-19,-5,40,17,91*,-12
NCCc1c[nH]c2ccccc12,6,8,-3,0,-10,3,-4,36
O=C1NC(=O)C(=Cc2ccc(N3CCOCC3)o2)C(=O)N1,10,10,13,3,11,20,-3,i
Nc1cccc(N=Cc2c(O)n(Cc3ccc(F)cc3)c(=O)[nH]c2=O)c1,0,32,-1,-3,-7,-1,-6,2
CC(=O)OC(C)(C)/C=C/C(=O)C(C)(O)C1[C@H](O)C[C@@]2(C)C3CC=C4C(CC[C@@H](O)C4(C)C)[C@]3(CO)C(=O)C[C@]12C (stereo partly drawn),-77,14,-11,80*,81*,20,6,-5
C[C@]12CC[C@@H](O)CC1=CCC1C2CC[C@]2(C)C(=O)[C@H](F)CC12 (stereo partly drawn),1,-2,9,-8,5,-3,-1,-6
CC1CCC(NC(=O)CNC(=S)N2CC3CC(C2)c2cccc(=O)n2C3)CC1 (stereo not drawn),8,-6,0,-11,-9,10,2,1
CC(=O)Nc1ccc(OC(=O)N(C)C)cc1,-8,-3,10,6,9,-4,1,-3
COc1ccc(C2=NCC(=S)Nc3ccc(Cl)cc32)cc1OC,-1,3,10,2,8,18,4,4
CCOc1ccc(C2SCC(=O)Nc3c2c(=O)[nH]n3C2CCCCCC2)cc1 (stereo not drawn),-3,9,-14,3,-9,-6,-11,-9
CC(=O)CC(c1ccccc1[N+](=O)[O-])c1c(O)c2ccccc2oc1=O (stereo not drawn),-21,-3,2,9,7,3,-3,0
CCOc1ccc(N2C(=O)NC(=O)/C(=C\c3cc(OC)c(OC)cc3[N+](=O)[O-])C2=O)cc1,-13,-13,3,-11,-15,-6,-4,-4
O=C1NC(=O)N(CCNc2ncc(C(F)(F)F)cc2Cl)C(=O)C1Cc1ccc(Cl)cc1 (stereo not drawn),-2,5,0,·,1,11,-4,-31
Cc1ccsc1C(=O)C1CCCN(Cc2cnc(N)nc2)C1 (stereo not drawn),-4,-14,12,3,8,12,1,2
COc1ccc(C(=O)C2CCCN(C3CSCCSC3)C2)cc1OC (stereo not drawn),1,1,10,18,-19,-1,-1,7
CCCCCc1cc(O)c2c3c(c(=O)oc2c1)CN(C)CC3,-5,12,-27,-6,-15,-10,-6,31
NCCCP(=O)(O)CCc1ccccc1,-4,-9,-1,-4,10,-2,2,3
CC(C)c1ccccc1NC1=NCCCS1,1,0,8,-14,4,15,4,-4
CC1CN=C(NC(C)c2ccccc2)S1 (stereo not drawn),-4,4,5,0,3,3,-8,8
COc1cc(OC)cc(C2(C#N)CCN(C)CC2)c1,1,-1,6,-2,-3,-1,-2,2
CC1CC(C)CN(C(=O)COC(=O)c2cn(C)c3ccccc23)C1 (stereo not drawn),11,12,5,-4,6,10,-9,-4
COc1ccccc1CN1CCN(C(=O)Cc2ccccc2)CC1,2,5,-155,2,-21,-9,-9,-17
COc1cc(C(=O)N2C[C@H]3C[C@@H](C2)c2cccc(=O)n2C3)cc(OC)c1OC,0,-5,1,1,6,-13,-1,10
CCCCCc1nc2ccccc2c(=O)n1-c1ccccc1[N+](=O)[O-],14,-6,2,2,8,20,2,0
Cc1ccc(-c2nc3ccccc3c(=O)n2-c2cccc(O)c2)cc1,5,4,-7,21,-4,9,2,8
Cc1cccc(CN2CCN(CC(=O)N3CCC4(CC3)OCCO4)C2=O)c1,-1,3,-3,-3,-8,2,-5,-12

# Only part of the results is shown, so the mix of outcomes need not match the whole.
